Source: PubChem BioAssay (Broad Institute)
TcdB inh: blocks C. difficile toxin B glycohydrolase activity. inhibition, % at 9.99 µM. AID 652162. 350,000 compounds, 0.24% hits. TcdB glycohydrolase enzymatic assay, plate reader. P18177; in the data active = inhibition above about 10%
Numbers without * were called inactive. The list is partial, so the mix of outcomes need not match the whole.

CO[C@H]1CN(C)C(=O)c2ccc(NC(=O)NC(C)C)cc2OC[C@@H](C)N(C(=O)CN(C)C)C[C@@H]1C
  TcdB inh: -2.6
COc1ccc2c3c([nH]c2c1)[C@H](CO)N(C)CC31CN(S(=O)(=O)c2ccc(C)cc2)C1
  TcdB inh: -1.5
C[C@H](CO)N1C[C@H](C)[C@H](CN(C)C)Oc2ccc(NS(=O)(=O)c3cccs3)cc2CC1=O
  TcdB inh: -0.9
O=C(Cc1ccncc1)Nc1ccc2c(c1)[C@@H]1C[C@@H](CC(=O)NC3CCCC3)O[C@H](CO)[C@@H]1O2
  TcdB inh: -0.2
CN1C(=O)c2cc(NC(=O)c3ccc(C(F)(F)F)cc3)ccc2OC[C@@H]2O[C@H](CC(=O)NCc3ccc4c(c3)OCO4)CC[C@H]21
  TcdB inh: -0.7
COc1ccc(S(=O)(=O)N(C)C[C@@H]2Oc3ccc(NC(=O)CCN4CCOCC4)cc3C(=O)N([C@H](C)CO)C[C@@H]2C)cc1
  TcdB inh: -0.3
COC(=O)[C@]12C[C@H](CC(=O)NCCCCc3ccccc3)C(=O)N(Cc3ccc4c(c3)OCO4)C1=C[C@H](C(C)(C)C)O[C@@H]2C
  TcdB inh: 0.7
COc1cccc(-c2ccc3c(c2)[C@H]2[C@H](CCN2C(=O)Cc2ccncc2)[C@H](CO)N3C)c1
  TcdB inh: 1.5
CO[C@H](CN(C)C(=O)c1ccccc1F)[C@H](C)CN([C@H](C)CO)S(=O)(=O)c1ccc(C)cc1
  TcdB inh: -0.4
C[C@@H]1CN([C@H](C)CO)C(=O)c2cccc(NC(=O)c3cnccn3)c2O[C@@H]1CN(C)Cc1ccc(Cl)c(Cl)c1
  TcdB inh: 1.0
COc1ccc(-c2cnc3c(c2)C(=O)N([C@H](C)CO)C[C@H](C)[C@H](CN(C)C(=O)Nc2ccc(F)cc2)O3)cc1
  TcdB inh: 2.4
CC(C)NC(=O)C1(C)CSCC(=O)N1Cc1cccc(C(F)(F)F)c1 (configuration not stated)
  TcdB inh: 0.4
COc1ccc(CN(C)C[C@H]2OCc3cn(nn3)CCCC(=O)N([C@H](C)CO)C[C@H]2C)cc1
  TcdB inh: 0.3
O=C(c1ccccc1)N1[C@H](CO)[C@@H](c2ccccc2)C12CN(Cc1nccs1)C2
  TcdB inh: -0.3
CCCNC(=O)[C@@]1(c2ccc([N+](=O)[O-])cc2)CC(=O)N(CC23CC4CC(CC(C4)C2)C3)[C@@H]1c1ccc(CO)cc1I
  TcdB inh: -4.2
C[C@H]1CCCCO[C@@H](CN(C)Cc2ccc(C(F)(F)F)cc2)[C@@H](C)CN([C@@H](C)CO)C(=O)c2cc(NS(=O)(=O)c3ccccc3)ccc2O1
  TcdB inh: -0.1
Cc1cc(C(=O)Nc2cccc3c2O[C@@H](CN(C)Cc2ccc(C(=O)Nc4ccccc4N)cc2)[C@@H](C)CN([C@H](C)CO)C3=O)n(C)n1
  TcdB inh: 0.3
O=C(c1cnccn1)N1CC(=O)N2[C@H](CO)[C@@H](c3ccc(-c4ccccc4)cc3)[C@@H]2C1
  TcdB inh: -1.4
CC=Cc1ccc2n(c1=O)C[C@@H]1[C@@H](CO)[C@H](C(=O)NC3CCC3)[C@H]2N1S(=O)(=O)c1cn(C)cn1 (mixture of isomers)
  TcdB inh: 6.7
C[C@H](CO)N1C[C@H](C)[C@@H](CN(C)C(=O)CN(C)C)Oc2cc(-c3ccccc3)ccc2S1(=O)=O
  TcdB inh: 1.4
O=c1c(-c2ccccc2)nc2ccccc2n1C(c1ccccn1)c1nc2ccccc2[nH]1 (configuration not stated)
  TcdB inh: 0.4
O=C(Nc1cc(F)ccc1F)N1CC(=O)N2[C@H](CO)[C@@H](c3ccc(-c4cccc(F)c4)cc3)[C@@H]2C1
  TcdB inh: 0.3
C[C@H]1CN([C@@H](C)CO)C(=O)Cc2cc(NS(=O)(=O)c3cccs3)ccc2O[C@@H]1CN(C)C(=O)Nc1ccc(F)cc1
  TcdB inh: 0.1
O=C1CN(S(=O)(=O)c2cccc(F)c2)C[C@@H]2[C@@H](c3ccc(-c4ccc(F)cc4)cc3)[C@@H](CO)N12
  TcdB inh: 0.9
C[C@H]1CN([C@@H](C)CO)C(=O)c2cc(NC(=O)CCN3CCOCC3)ccc2O[C@@H]1CN(C)Cc1ccc(-c2ccccc2)cc1
  TcdB inh: -0.6

O=C1CN(S(=O)(=O)Cc2ccccc2)C[C@H]2[C@@H](c3ccc(C#Cc4ccccc4)cc3)[C@H](CO)N12
  TcdB inh: 0.0
CCCNC(=O)[C@H]1[C@H](CO)[C@H]2Cn3c(ccc(-c4ccccc4F)c3=O)[C@@H]1N2S(C)(=O)=O
  TcdB inh: -6.4
C[C@@H]1CN([C@H](C)CO)C(=O)c2cc(C#CC3(O)CCCC3)cnc2O[C@H]1CN(C)S(=O)(=O)c1ccccc1
  TcdB inh: -0.3
C[C@@H]1CN([C@H](C)CO)C(=O)Cc2cc(NS(=O)(=O)c3ccc(Cl)cc3)ccc2O[C@@H]1CN(C)C(=O)NC1CCCCC1
  TcdB inh: -0.4
Cc1noc(C)c1S(=O)(=O)Nc1ccc2c(c1)C(=O)N([C@H](C)CO)C[C@H](C)[C@@H](CN(C)S(C)(=O)=O)OCCCC[C@H](C)O2
  TcdB inh: -0.4
O=C(CCN1CCCCC1)NCC[C@H]1CC[C@@H](NC(=O)c2ccc(F)cc2)[C@@H](CO)O1
  TcdB inh: 0.9
CC(C)NC(=O)Nc1ccc2c(c1)C(=O)N([C@@H](C)CO)C[C@@H](C)[C@H](CN(C)Cc1ccncc1)O2
  TcdB inh: -2.7
C[C@H](CO)N1C[C@H](C)[C@@H](CN(C)CC2CCCCC2)OCCCC[C@H](C)Oc2ccc(NC(=O)Nc3ccc4c(c3)OCO4)cc2C1=O
  TcdB inh: 0.4
Cc1ccc(S(=O)(=O)Nc2ccc3c(c2)C(=O)N([C@@H](C)CO)C[C@H](C)[C@H](CN(C)Cc2ccc4c(c2)OCO4)O3)cc1
  TcdB inh: 0.4
COC(=O)[C@@]12C[C@@H](CC(=O)NCCCCc3ccccc3)C(=O)N(Cc3ccco3)C1=CCC(C)(C)C2
  TcdB inh: 0.9
CCC(C(=O)NC1CCCC1)n1c(-c2cc3ccccc3[nH]2)nc2ccccc21 (configuration not stated)
  TcdB inh: 1.0
CN1C(=O)c2cc(NS(=O)(=O)c3ccccc3F)ccc2OC[C@H]2O[C@H](CC(=O)NC3Cc4ccccc4C3)CC[C@@H]21
  TcdB inh: 0.1
O=C(CC1CC1)Nc1ccc2c(c1)[C@H]1C[C@@H](CC(=O)N3CCc4ccccc4C3)O[C@@H](CO)[C@H]1O2
  TcdB inh: -1.0
O=C(CC(F)(F)F)N1C[C@@H]2[C@H](c3ccccc31)[C@H](CO)N2C(=O)C1CCOCC1
  TcdB inh: -1.5
C[C@H](CO)N1C[C@H](C)[C@H](CN(C)S(=O)(=O)c2ccccc2)Oc2ccc(NC(=O)Cc3cn(C)c4ccccc34)cc2CC1=O
  TcdB inh: 0.4
COc1ccc(CNC(=O)C[C@H]2C[C@@H]3c4cc(N(C)C)ccc4O[C@@H]3[C@@H](CO)O2)cc1
  TcdB inh: -35
C[C@@H]1CN([C@@H](C)CO)C(=O)c2cc(C#CCc3ccccc3)cnc2O[C@H]1CN(C)Cc1cccc(F)c1
  TcdB inh: 0.7
O=C(Nc1ccccc1)N[C@@H]1CC[C@H](CCn2cc(C3(O)CCCC3)nn2)O[C@H]1CO
  TcdB inh: -2.8
C[C@@H]1CN([C@@H](C)CO)C(=O)c2c(c3ccccc3n2C)-c2ccccc2CO[C@@H]1CN(C)S(=O)(=O)c1cccc(F)c1
  TcdB inh: -7.4
CC(C)NC(=O)Nc1ccc2c(c1)CC(=O)N([C@@H](C)CO)C[C@@H](C)[C@@H](CN(C)C)O2
  TcdB inh: -6.8
O=C(N[C@H]1CC[C@@H](CC(=O)N2CCOCC2)O[C@@H]1CO)c1ccccn1
  TcdB inh: -2.4
O=C(C[C@@H]1CC[C@@H]2[C@H](COC[C@@H](O)CN2Cc2cc(F)cc(F)c2)O1)NC1CCC1
  TcdB inh: 0.0
COC(=O)[C@]1(Cc2ccccc2)N=C(c2ccc(OCCCO)cc2)O[C@@H]1c1ccccc1N=[N+]=[N-]
  TcdB inh: -2.2
C[C@@H]1CN([C@H](C)CO)C(=O)c2cccc(NC(=O)c3nc4ccccc4s3)c2O[C@H]1CN(C)Cc1ccc2c(c1)OCO2
  TcdB inh: -0.4
COc1ccc(-c2cn(CC[C@@H]3CC[C@H](NC(=O)Nc4ccc(F)cc4)[C@@H](CO)O3)nn2)cc1
  TcdB inh: -1.5

COCC(=O)N(C)C[C@H]1Oc2cc(C#Cc3cccnc3)ccc2S(=O)(=O)N([C@H](C)CO)C[C@@H]1C
  TcdB inh: 1.9
C[C@H]1CN([C@@H](C)CO)C(=O)c2cccc(NC(=O)c3cnccn3)c2O[C@@H]1CN(C)CC1CC1
  TcdB inh: -0.4
O=S(=O)(Cc1ccccc1)NCC[C@@H]1CC[C@H](NS(=O)(=O)c2ccccc2)[C@@H](CO)O1
  TcdB inh: -0.5
O=C(Nc1ccc(Cl)cc1)N[C@@H]1CC[C@@H](CCn2cc(-c3ccccc3F)nn2)O[C@H]1CO
  TcdB inh: 0.0
COC(=O)c1c(CC[C@@H](CO)NC(=O)N[C@H](Cc2ccccc2)Cn2cc(-c3ccccc3N)nn2)oc(C(C)=O)c1C(=O)OC
  TcdB inh: 0.8
C[C@@H]1CCCCO[C@H](CN(C)C(=O)Nc2ccc(C(F)(F)F)cc2)[C@@H](C)CN([C@H](C)CO)C(=O)c2cc(NC(=O)C3CCCCC3)ccc2O1
  TcdB inh: -0.3
C/C=C/c1ccc([C@@H]2[C@@H](CN(C)C(=O)CN(C)C)N(C(C)=O)[C@H]2CO)cc1
  TcdB inh: -0.6
COc1ccc(NC(=O)Nc2ccc3c(c2)OC[C@@H](C)NC[C@H](C)[C@H](OC)CN(C)C3=O)cc1
  TcdB inh: 0.9
COc1ccc(S(=O)(=O)Nc2ccc3c(c2)C(=O)N([C@H](C)CO)C[C@H](C)[C@H](CN(C)C(=O)Nc2ccccc2)O3)cc1
  TcdB inh: -8.9
COc1ccc(S(=O)(=O)N[C@H]2CC[C@@H](CC(=O)NCCc3ccccc3)O[C@@H]2CO)cc1
  TcdB inh: -0.4
CN1c2ccc(C#Cc3cccnc3)cc2[C@H]2[C@H](CCN2S(=O)(=O)c2ccc(F)cc2)[C@@H]1CO
  TcdB inh: -12
C[C@@H]1CN([C@H](C)CO)C(=O)c2cccc(NC(=O)C3CCOCC3)c2O[C@@H]1CN(C)Cc1ccc(Cl)c(Cl)c1
  TcdB inh: 1.7
CO[C@H]1CN(C)C(=O)c2ccc(NC(=O)C3CCC3)cc2OC[C@H](C)N(Cc2ccncc2)C[C@H]1C
  TcdB inh: 1.2
O=C(NC[C@@H]1[C@@H](c2ccccc2)[C@H](CO)N1C(=O)Cc1ccncc1)C1CCC1
  TcdB inh: -0.9
CCCNC(=O)C[C@H]1CC[C@@H]2[C@H](COc3ccc(NS(=O)(=O)c4ccccc4C)cc3C(=O)N2C)O1
  TcdB inh: 2.5
O=C(N[C@@H]1C=C[C@@H](CC(=O)N2CCN(c3ccccc3)CC2)O[C@@H]1CO)c1ccccc1
  TcdB inh: -0.8
Cc1ccc(S(=O)(=O)Nc2cccc3c2O[C@@H](CN(C)C)[C@H](C)CN([C@@H](C)CO)C3=O)cc1
  TcdB inh: -0.5
CC(C)CC#Cc1ccc2c(c1)O[C@@H](CN(C)C(=O)C1CCCCC1)[C@@H](C)CN([C@H](C)CO)S2(=O)=O
  TcdB inh: -0.4
CCCNC(=O)N1[C@H](C#N)[C@H](c2ccc(-c3cccnc3)cc2)[C@H]1CO
  TcdB inh: -0.3
C[C@@H]1CN([C@@H](C)CO)C(=O)c2cc(NC(=O)c3ccccc3)ccc2O[C@@H](C)CCCCO[C@H]1CN(C)C(=O)c1ccncc1
  TcdB inh: -1.6
COCC(=O)Nc1ccc2c(c1)C(=O)N(C)C[C@@H](OC)[C@@H](C)CN(Cc1cc(F)ccc1F)[C@H](C)CO2
  TcdB inh: -0.9
C[C@H]1CN([C@@H](C)CO)S(=O)(=O)c2ccc(-c3cccnc3)cc2O[C@H]1CN(C)Cc1cncnc1
  TcdB inh: 1.4
CN(C)C(=O)[C@@H]1[C@@H](CO)[C@@H]2Cn3c(ccc(C4=CCCC4)c3=O)[C@H]1N2CCC(F)(F)F
  TcdB inh: 0.0
COC(=O)c1cc2c(c3c4cc(F)ccc4n(S(=O)(=O)c4ccc(OC)cc4)c13)C(=O)N(Cc1ccccc1OC)C2
  TcdB inh: 0.6
C[C@H]1CN([C@@H](C)CO)S(=O)(=O)c2ccc(C#CCN(C)C)cc2O[C@@H]1CN(C)C(=O)CC1CC1
  TcdB inh: -0.9

CC(C)NC(=O)N1C[C@H]2[C@@H](c3ccccc31)[C@H](CO)N2Cc1ccc(Cl)cc1
  TcdB inh: -0.5
COc1ccc(CN(C)C[C@H]2Oc3ccc(NC(=O)Nc4ccc(F)cc4)cc3CC(=O)N([C@@H](C)CO)C[C@@H]2C)cc1
  TcdB inh: -7.3
CNC(=O)C[C@@H]1CC[C@@H]2[C@H](COc3ccc(NC(=O)c4cccc(OC)c4)cc3C(=O)N2C)O1
  TcdB inh: -2.3
COc1ccc2c3c(n(C)c2c1)[C@@H](CO)N(C(=O)c1ccccc1)CC31CN(C(=O)c2ccccc2)C1
  TcdB inh: 0.2
Cc1ccc(S(=O)(=O)Nc2ccc3c(c2)C(=O)N([C@H](C)CO)C[C@H](C)[C@@H](CN(C)Cc2ccc(C(=O)Nc4ccccc4N)cc2)O3)cc1
  TcdB inh: -0.8

Sorted by molecular weight (ascending): some entries from above.
CC(C)NC(=O)N1C[C@H]2[C@@H](c3ccccc31)[C@H](CO)N2Cc1ccc(Cl)cc1
  TcdB inh: -0.5
C[C@H]1CN([C@@H](C)CO)S(=O)(=O)c2ccc(C#CCN(C)C)cc2O[C@@H]1CN(C)C(=O)CC1CC1
  TcdB inh: -0.9
COc1ccc2c3c(n(C)c2c1)[C@@H](CO)N(C(=O)c1ccccc1)CC31CN(C(=O)c2ccccc2)C1
  TcdB inh: 0.2
COc1ccc(CN(C)C[C@H]2Oc3ccc(NC(=O)Nc4ccc(F)cc4)cc3CC(=O)N([C@@H](C)CO)C[C@@H]2C)cc1
  TcdB inh: -7.3
Cc1ccc(S(=O)(=O)Nc2ccc3c(c2)C(=O)N([C@H](C)CO)C[C@H](C)[C@@H](CN(C)Cc2ccc(C(=O)Nc4ccccc4N)cc2)O3)cc1
  TcdB inh: -0.8
